H9c2 TAG inh: inhibitors of triacylglycerol accumulation, primary screen, cell-based, uHTS, fluorescence, H9c2 | 230,000 tested, 0.66% active | H9c2 cells, Nile Red lipid (TAG) fluorescence; cells loaded with 200 µM oleic acid | inhibition, % at 12.5 µM;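 active = pattern-corrected inhibition of lipid staining of at least 50% with the nuclear-stain viability signal not falling by more than 50%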;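 also: 0% = DMSO wells and 100% = triacsin C control wells; some results filed as inactive read as strong as hits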
H9c2 TAG inh DAPI viability: second read-out of H9c2 TAG inh, no call of its own (marks repeat the call); DAPI nuclei signal change (viability), lower = more cytotoxic, %;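 whole-well DAPI fluorescence read on a plate reader as a viability signal; minus 50 percent equals half of cells still viable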
* hit, by the source's call; i = inactive. The list is partial; count on the stated rates, not on these rows.

Sample of the layout (14 entries):
SMILES | H9c2 TAG inh | H9c2 TAG inh DAPI viability
CC(=O)N/C(=C\c1ccccc1)C(=O)Nc1ccc(O)cc1 | -3 | -1
CCc1cccc(NC(=O)CN(C)S(=O)(=O)c2cccc3nsnc23)c1 | 6 | 5
N#Cc1c(N)sc2c1CCN(CCc1ccccc1)C2 | -20 | 7
O=C(C(c1ccccc1)c1ccccc1)N1CCN(c2ccccn2)CC1 | -7 | 2
CN(Cc1cnn(-c2ccccc2)c1)C(=O)c1cccc(S(=O)(=O)Nc2ccccc2F)c1 | 2 | 3
Cc1cc(NC(=O)COC(=O)c2ccc(S(=O)(=O)C(F)F)cc2)n(-c2ccccc2)n1 | -4 | 0
O=C(Nc1ccc2nc(-c3cccnc3)[nH]c2c1)c1ccccc1F | 19 | -7
Cc1nc(SCC(=O)N2CCN(C(=O)c3cccs3)CC2)c2c(C)c(C)sc2n1 | -6 | -2
O=C(CN1C(=O)NC2(CCc3ccccc32)C1=O)Nc1ccc(Cl)cc1F (configuration not stated) | -1 | 1
COc1cc2cc(CN(CCc3ccccc3C)C(=S)NCCCN3CCOCC3)c(=O)[nH]c2cc1OC | 2 | 46
CC(=O)c1ccc(N2CCN(S(=O)(=O)c3ccc4c(c3)CCC(=O)N4)CC2)cc1 | 5 | -7
N#Cc1ccsc1NC(=O)C1CCN(C(=O)c2ccc(F)cc2)CC1 | 17 | -3
Cc1nc(-c2cccc(NC(=O)C(C)Oc3ccccc3)c2)cs1 (configuration not stated) | -6 | 0
Cc1ccc(-n2ccc(=O)c(C(=O)O)n2)cc1 | -17 | 7

The whole of this part, previewed entries included:
SMILES | H9c2 TAG inh | H9c2 TAG inh DAPI viability
CC(=O)N/C(=C\c1ccccc1)C(=O)Nc1ccc(O)cc1 | -3 | -1
CCc1cccc(NC(=O)CN(C)S(=O)(=O)c2cccc3nsnc23)c1 | 6 | 5
N#Cc1c(N)sc2c1CCN(CCc1ccccc1)C2 | -20 | 7
O=C(C(c1ccccc1)c1ccccc1)N1CCN(c2ccccn2)CC1 | -7 | 2
CN(Cc1cnn(-c2ccccc2)c1)C(=O)c1cccc(S(=O)(=O)Nc2ccccc2F)c1 | 2 | 3
Cc1cc(NC(=O)COC(=O)c2ccc(S(=O)(=O)C(F)F)cc2)n(-c2ccccc2)n1 | -4 | 0
O=C(Nc1ccc2nc(-c3cccnc3)[nH]c2c1)c1ccccc1F | 19 | -7
Cc1nc(SCC(=O)N2CCN(C(=O)c3cccs3)CC2)c2c(C)c(C)sc2n1 | -6 | -2
O=C(CN1C(=O)NC2(CCc3ccccc32)C1=O)Nc1ccc(Cl)cc1F (configuration not stated) | -1 | 1
COc1cc2cc(CN(CCc3ccccc3C)C(=S)NCCCN3CCOCC3)c(=O)[nH]c2cc1OC | 2 | 46
CC(=O)c1ccc(N2CCN(S(=O)(=O)c3ccc4c(c3)CCC(=O)N4)CC2)cc1 | 5 | -7
N#Cc1ccsc1NC(=O)C1CCN(C(=O)c2ccc(F)cc2)CC1 | 17 | -3
Cc1nc(-c2cccc(NC(=O)C(C)Oc3ccccc3)c2)cs1 (configuration not stated) | -6 | 0
Cc1ccc(-n2ccc(=O)c(C(=O)O)n2)cc1 | -17 | 7
O=C(O)c1cc2cc(Cl)ccc2[nH]1 | -5 | 3
COc1cccc(NC(=O)CN(C)C(=O)c2cc(Cl)nc3ccccc23)c1 | -17 | 4
COc1ccc(N2CCN(C(=O)Cc3cccs3)CC2)cc1 | -1 | -8
CC1=NN(C(=O)CCc2ccccc2)C(O)(c2ccncc2)C1 (configuration not stated) | 4 | 1
Cc1ccc(S(=O)(=O)Nc2cc3c4c(c2)CCN4C(=O)CC3)cc1 | 4 | 0
CC(=O)CNc1ccc(S(=O)(=O)N/N=C/c2ccccc2)cc1 | 9 | -11
COc1ccc(C(C)(C)C)cc1NC(=O)CCN1C(=O)NC(C)(C)C1=O | -9 | 4
COC(=O)C1(CCSC)NC(c2ccc(O)c(OC)c2)C2C(=O)N(c3ccc(C)cc3)C(=O)C21 (configuration not stated) | -6 | 3
Cc1ccc(N2CC(C(=O)Nc3cc(Cl)ccc3-n3cncn3)CC2=O)cc1 (configuration not stated) | 28 | -2
O=C(NNC(=O)C1CCC1)c1ccccc1 | 26 | -1
O=C(Nc1ccccc1)c1cc(C2CCCCN2C(=O)c2ccc3c(c2)CCO3)on1 (configuration not stated) | 15 | -18
Cc1sc(NC(=O)CS(=O)(=O)c2ccccc2)c(C(N)=O)c1C | 8 | -2
Cc1ccnc(NC(=O)CNC(=O)Cc2cccc3ccccc23)c1 | 10 | 7
CC(Oc1ccccc1)C(=O)N=Nc1c(O)[nH]c2ccc(Br)cc12 (configuration not stated) | -7 | 5
O=C(NCc1ccco1)c1cnc2sccn2c1=O | -11 | 4
Cc1ccc(SCc2cc(=O)n3[nH]c(C)nc3n2)cc1 | 6 | -6
O=C(Nc1cccnc1)c1cccc(S(=O)(=O)Nc2ccccc2F)c1 | 7 | -2
Cc1ccccc1OCC(=O)NNC(=O)c1cc(S(=O)(=O)N(C)C)ccc1N1CCCC1 | -3 | 1
O=C(NC(=S)Nc1c(Cl)cc(Cl)cc1Cl)c1ccccc1 | -25 | 5
Cc1ccc(-c2nc(SCC(N)=O)c(C#N)c3c2CCCC3)cc1 | -6 | 5
CC(C)N(Cc1ccccc1)C(=O)COC(=O)C1CCCCC1 | -4 | 1
COc1ccc(S(=O)(=O)NCCCCC(=O)O)cc1C(=O)O | 1 | 2
CN(C(=O)COc1ncnc2sccc12)C1CCCCC1 | 1 | 0
NS(=O)(=O)c1ccc(NC(=O)COC(=O)CC2Sc3ccccc3NC2=O)cc1 (configuration not stated) | -5 | 0
C/C(=N\N(Cc1ccccc1)c1ccccc1)c1cccnc1 | -8 | -2
O=C(Cc1ccc(NC(=O)C2CCN(C(=O)C3CC3)CC2)cc1)Nc1cccc(C(=O)N2CCCCC2)c1 | -5 | 2
O=C(CCn1c(=O)oc2ccccc21)NCc1ccco1 | 3 | -10
CN(CC(=O)NC1CCCCC1)S(=O)(=O)c1cccc2cccnc12 | 3 | 0
C#CCNS(=O)(=O)c1ccc(F)cc1Br | 6 | -8
Cc1cc(NC(=O)CCCn2ccc([N+](=O)[O-])n2)n(Cc2ccc(F)cc2)n1 | -3 | -2
CCC(C)C(NC(=O)[C@@H](NC(=O)c1ccccc1F)C(C)C)C(=O)OC (some centres not stated) | 9 | -4
O=C(NCc1cccnc1)c1cccc(F)c1 | -20 | 0
O=C(Cc1ccc(Cl)cc1)Nc1cc(Cl)ccn1 | -3 | -5
CC(C)N1CCC(NC(=O)NC2CCCCC2)CC1 | 5 | -3
Cc1ccc(NC(=O)CN(C)C(=O)c2ccccc2OCc2c(C)noc2C)cc1 | -12 | -4
COc1ccc(Cl)cc1NC(=S)Nc1cccc(C)c1 | -5 | 14

(listing goes on)
SMILES | H9c2 TAG inh | H9c2 TAG inh DAPI viability
O=C(/C=C/c1ccc(-c2ccc(F)cc2)o1)N1CCCC1 | 6 | 4
O=C(O)c1ccc(N=N/C(=N\Nc2ccc(C(=O)O)cc2)c2ccccc2)cc1 | 22 | 0
CCOC(=O)C1(Cc2ccccc2C)CCCN(C(=O)c2ccnn2C)C1 (configuration not stated) | -15 | 17
CC1CCN(C(=O)COC(=O)c2nn(C)c(=O)c3ccccc23)CC1 | 7 | -1
Cc1ccc(CNS(=O)(=O)c2c(N)n(C)c(=O)n(C)c2=O)cc1 | -36 | 4
CCOCCCn1c(=N)c(C(N)=S)cc2c(=O)n3cccc(C)c3nc21 | 38 | 33
CCOc1ccc(NC(=O)c2cc3cc4ccc(OC)cc4nc3o2)cc1 | 16 | i
COc1ccc(CCN(C)C2CCCN(C(=O)Cn3cnnn3)C2)cc1OC (configuration not stated) | 2 | 2
CC(C)Cc1nc2sc3c(NCc4ccco4)ncnc3c2c2c1COC(C)(C)C2 | 54* | -4.1*
Cn1cccc1/C=C(\C#N)c1ccccc1 | -14 | -4
O=C(COC(=O)c1cccc(S(=O)(=O)N2CCCC2)c1)NCc1ccccc1 | 0 | 8
O=C(COc1ccc(Cl)cc1)Nc1ccc(CN2CCOCC2)cc1 | -5 | 10
CCCc1cc(=O)[nH]c(SCC(=O)c2c(C)[nH]c3ccccc23)n1 | 23 | -18
O=C(CCS(=O)(=O)c1ccc(Br)cc1)NCc1cccs1 | 14 | -3
OC(COc1ccc2c(c1)CCC2)Cn1cnc2ccccc21 (configuration not stated) | -22 | 11
CC(=Nc1ccccc1O)c1sc2ccccc2c1O | -3 | -7
CCC(C)c1ccc(OCCCCN2CCOCC2)cc1 (configuration not stated) | 1 | -1
CCOc1ccccc1NC(=O)c1ccccc1N(C)S(C)(=O)=O | -11 | -2
COc1cccc(CN(C)C(=O)CNC(=O)c2sc3ccccc3c2Cl)c1OC | 5 | -1
COc1ccc(C(=O)NC(=S)NCc2ccco2)cc1Br | 8 | 7
COc1ccc(C(=O)Cn2nnc(-c3ccccc3NC(=O)C3CC3)n2)cc1 | 1 | -5
Cc1cc(F)ccc1S(=O)(=O)NCC(c1ccc2c(c1)OCO2)N1CCOCC1 (configuration not stated) | 2 | 0
CCC(C)c1ccc(C(CC)NC(=O)C2CCCO2)cc1 (configuration not stated) | -7 | 6
Cc1ccc(C)c(S(=O)(=O)N2CCCOC2CNC(=O)C(=O)NCCc2ccccc2)c1 (configuration not stated) | 8 | -7
Cn1c(=O)[nH]c(=O)c2c1nc(SCC(=O)Nc1ccccc1)n2Cc1ccccc1 | 3 | -6
Cn1c(=O)c2[nH]cnc2n(C)c1=O | 21 | -7
COc1ccc(CCNC(=O)c2ccc(CNc3nc(=S)[nH]c4ccccc34)cc2)cc1OC | 10 | 0
CCN(CC)CC1CN(N=Cc2ccc([N+](=O)[O-])o2)C(=O)O1 (configuration not stated) | 14 | 1
COc1ccc(-c2nnc(SCc3nc4ccccc4c(=O)[nH]3)o2)cc1 | 8 | 4
CC1CCc2c(sc3nc(SCC(=O)NCc4ccco4)nc(N)c23)C1 (configuration not stated) | 2 | 6
C=CCOc1c(/C=N\NC(N)=O)cccc1OC | 1 | -6
COc1ccc(S(=O)(=O)NCc2cc(-c3ccccc3Cl)no2)cc1 | 17 | -10
CC(C)NC(=O)C(=O)NCCCOC(C)C | 7 | 7
CCc1nnc(NC(=O)Cc2ccc(OC)c(OC)c2)s1 | 3 | 10
COc1ccc(-c2cc(C(=O)OCC(=O)N(C)C3CCS(=O)(=O)C3)c3ccccc3n2)cc1OC (configuration not stated) | 6 | 3
CC(C(=O)Nc1ccccn1)c1ccccc1 (configuration not stated) | 11 | -4
CN(CC(=O)Nc1ccc(F)cc1)C(=O)CSc1ccc2c(c1)OCCO2 | -8 | -5
CCOC(=O)Cn1c(COc2ccccc2OC)[n+](C)c2ccccc21 | 4 | -4
O=C(CN1CCN(S(=O)(=O)c2ccc(Cl)s2)CC1)N1CCCCC1 | 10 | -7
COc1cc(Cl)c(C)cc1NC(=O)c1ccc2c(SCC(=O)O)c3c(nc2c1)CCCC3 | -9 | 1
CSc1ccccc1NC(=O)CN(C)CC(=O)Nc1ccccc1N1CCOCC1 | -11 | -1
CN(Cc1cccs1)C(=O)CCCc1c[nH]c2ccccc12 | -12 | 4
CCCNC(=O)c1cc(S(=O)(=O)N2CCC3(CC2)OCCO3)ccc1F | -1 | -10
COc1ccc(S(=O)(=O)N2CCOC2CNC(=O)C(=O)NCCc2ccccc2)cc1 (configuration not stated) | -4 | -1
COc1ccccc1N(Cc1ccccc1)S(=O)(=O)c1cccc(C(=O)Nc2ncccc2C)c1 | 4 | -6
CSCc1c(C(=O)NC2CCCc3ccccc32)oc2ccccc12 (configuration not stated) | -18 | 2
O=C(COc1ccc(Cl)cc1)Nc1cccc(S(=O)(=O)NC2=NCCCCC2)c1 | -3 | 1
Cc1ccc(NC(=O)C2CC(O)CN2C(=O)OCc2ccccc2)cc1C (configuration not stated) | 8 | -5
O=C(NCCc1c[nH]c2ccccc12)/C(=C\c1cccnc1)NC(=O)c1cccs1 | 3 | 2
O=C(O)COc1cnc2ccccc2n1 | 9 | -9

Other records
SMILES | H9c2 TAG inh | H9c2 TAG inh DAPI viability
O=C1CSC(c2cccnc2)N1c1ccccc1 (configuration not stated) | 10 | -3
CNC(=S)N/N=C(\C)c1ccc2c(c1)OCCO2 | 5 | 2
CCSC(=O)N1c2ccc(OC)cc2C=CC1C#N (configuration not stated) | 46 | -23
COc1cccc(/C=C/C(=O)OCC(=O)NC2CC2)c1OC | 12 | -8
CC(=O)c1sc(NC(=O)c2ccccc2F)nc1C | -1 | -1
O=C(NCc1ccc2c(c1)OCO2)c1cc([N+](=O)[O-])ccc1N1CCOCC1 | 15 | -13
COc1ccc(C2CC3(O)NC(=O)C(C#N)(C3C)C2(C#N)C#N)cc1 (configuration not stated) | 3 | -6
COc1cccc(F)c1C(C[N+](=O)[O-])c1c(N)n(C)c(=O)n(C)c1=O (configuration not stated) | 47 | -19
CCOC(=O)C1(C)/C(=N/Nc2ccccc2OC)C(=O)C(=O)N1c1ccccc1 (configuration not stated) | 2 | -7
O=C(NCc1ccccc1F)c1ccc(S(=O)(=O)N2CCCC2)cc1 | -4 | -10
Cc1ccc(N2CC(C(=O)Nc3nc4ccc(S(C)(=O)=O)cc4s3)CC2=O)cc1 (configuration not stated) | -8 | 5
CCCc1cnc(N2CCN(S(C)(=O)=O)CC2)nc1 | 11 | -1
O=C1Nc2ccc(S(=O)(=O)NCCCO)c3cccc1c23 | -6 | 5
COc1ccc(-c2ccc(-c3cc(=O)oc4cc(OC)c(OC)c(OC)c34)cc2)cc1F | -1 | 5
CC(C)CCn1c(CN2CCN(Cc3ccccc3)CC2)nc2c1c(=O)n(C)c(=O)n2C | 5 | 5
CCOC(=O)c1ccc(N=C2C(=S)N(c3ccc(C(=O)OCC)cc3)C(=N)N2/N=C/c2ccccc2)cc1 | 25 | 16

Single values from above:
`O=C(NCc1ccco1)c1cnc2sccn2c1=O` – H9c2 TAG inh = -11
`COc1cccc(/C=C/C(=O)OCC(=O)NC2CC2)c1OC` – H9c2 TAG inh = 12

Screening data as filed in PubChem.
